Hck-Nef inh = inhibitors of human Hck kinase activated by Nef; Recombinant Hck-YEEI plus Nef, Z-Lyte FRET kinase assay; P08631; inhibition, % at 20 µM; AID 463187; 220,000 tested, 0.68% active;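 active = Hck-Nef kinase inhibition above about 50%, limit read from the data; inactive = inhibition below that limit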;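 note: 0% = DMSO with Hck plus Nef and 100% = Hck alone without Nef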
MDM2 E3 inh = Mdm2 E3 ligase (human) inhibition. Q00987. cell-based MDM2 ubiquitination luciferase reporter, 2 h; 0 = plate control, 100 = twice control, blank-subtracted. signal enhancement, % at 5 µM. 210,000 tested, 0.11% active;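 active = signal enhancement of 30% or more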;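 note: luminescence tracks abundance of the self-degrading MDM2-luciferase fusion protein; higher signal means inhibition of MDM2 E3 ligase activity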
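Timing – 2 h compound exposure at 37 °C · Assay system – mammalian cells stably expressing self-ubiquitinating, self-degrading MDM2 E3–luciferase fusion · Amount – 2000 cells seeded into each well · Measure – % luminescence enhancement versus blank-corrected plate control mean · Measured by – SteadyLite luminescence, 15 min reagent step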
NPY Y1 blocker = NPY-Y1 (human) receptor antagonism. 200,000 tested, 1% active. P25929. inhibition, % at 3.6 µM. HEK293-CNG Y1 cells, membrane potential fluorescence; NPY at EC95, then isoproterenol;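 active = inhibition above the campaign mean inhibition of all tested compounds plus 3 SD, cut at about 20% in these data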;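 note: 0% = DMSO wells given NPY plus isoproterenol and 100% = isoproterenol alone without NPY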
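Test system – HEK293 Y1/CNG channel cell line · Also added – NPY agonist 25 nM, then isoproterenol 1 µM plus Ro 20-1724 25 µM · Compound dosing – one concentration, 3.6 µM, in 0.4% DMSO · Schedule – compound incubation 1 h at room temperature, readout 45 min post-stimulation · Technique – fluorescence, membrane potential probe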
p97 inhibitor = blocks human p97 ATPase activity; P55072; recombinant p97 ATPase, Kinase-Glo ATP luminescence, 3 h; inhibition, % at 8 µM; 220,000 tested, 0.42% active; in the data active = inhibition above about 15%;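 note: 0% = DMSO vehicle and 100% = wells lacking enzyme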
Target sequence (P55072 whole entry, looked up): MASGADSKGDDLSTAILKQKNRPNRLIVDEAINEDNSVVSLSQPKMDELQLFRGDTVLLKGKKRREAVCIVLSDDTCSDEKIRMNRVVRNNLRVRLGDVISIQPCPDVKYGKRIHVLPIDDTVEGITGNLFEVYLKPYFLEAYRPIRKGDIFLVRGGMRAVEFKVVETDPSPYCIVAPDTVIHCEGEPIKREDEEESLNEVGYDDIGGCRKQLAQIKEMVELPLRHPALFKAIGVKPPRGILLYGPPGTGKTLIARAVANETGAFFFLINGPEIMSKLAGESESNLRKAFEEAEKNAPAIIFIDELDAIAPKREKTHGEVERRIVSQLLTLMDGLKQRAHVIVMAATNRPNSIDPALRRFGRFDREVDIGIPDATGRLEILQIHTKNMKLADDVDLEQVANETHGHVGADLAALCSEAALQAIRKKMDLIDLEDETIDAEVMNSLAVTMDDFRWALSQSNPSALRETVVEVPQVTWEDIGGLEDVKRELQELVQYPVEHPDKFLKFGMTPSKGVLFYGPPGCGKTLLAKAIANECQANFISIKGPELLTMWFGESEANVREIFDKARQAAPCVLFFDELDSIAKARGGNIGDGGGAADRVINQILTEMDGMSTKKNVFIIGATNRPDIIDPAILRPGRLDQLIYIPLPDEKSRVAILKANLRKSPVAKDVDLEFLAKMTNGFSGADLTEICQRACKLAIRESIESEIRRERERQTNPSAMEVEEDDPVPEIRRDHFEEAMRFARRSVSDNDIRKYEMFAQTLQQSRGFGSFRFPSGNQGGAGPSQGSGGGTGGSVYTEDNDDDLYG
Runt-CBFb FRET = blocks binding of human RUNX1 Runt domain to CBFb | Cerulean-Runt/Venus-CBFb FRET ratio 530/480, 1 h | AID 1496 | 220,000 tested, 0.46% active | Q01196+Q13951 | inhibition, % at 20 µM;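 active = inhibition over about 50% at 20 µM in the single-dose screen, limit read from the data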;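 note: 0% = DMSO wells and 100% = excess unlabeled CBFb competitor control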
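Assay system: Cerulean-Runt domain / Medium: Tris 50 mM pH 7.5, KCl, K2SO4, 0.01% BSA / Timing: protein complex preformed 1 h, compound exposure 1 h, room temperature, dark / Measured by: FRET, excitation 422 nm, emission at 530 and 480 nm / Evaluation: loss of energy transfer signal / Control set: 5 µM unlabeled CBFb as full-inhibition high control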
NPY2 pot ag = potentiates or activates human NPY-Y2 receptor. cells expressing NPY-Y2, potentiator/agonist read-out. 220,000 tested, 0.45% active. P49146. activation, % at 3.6 µM; in the data active = activation above about 27%;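 note: cells stimulated with NPY near EC25 plus isoproterenol at EC100; 0% = vehicle plus submaximal agonist and 100% = vehicle plus saturating agonist; some results beyond the cut were filed as inactive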
RBBP9 inhibitor = human RBBP9 hydrolase inhibition; O75884; recombinant RBBP9, FP-Rh probe fluorescence polarization; inhibition, % at 7.94 µM; 220,000 tested, 0.2% active; AID 1515;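 active = inhibition above the campaign mean of all tested compounds plus 3 SD, cut at about 14% in these data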;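 note: plate controls were DMSO wells with RBBP9 for no effect and wells lacking RBBP9 protein for full effect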
Target sequence (O75884 whole entry, looked up): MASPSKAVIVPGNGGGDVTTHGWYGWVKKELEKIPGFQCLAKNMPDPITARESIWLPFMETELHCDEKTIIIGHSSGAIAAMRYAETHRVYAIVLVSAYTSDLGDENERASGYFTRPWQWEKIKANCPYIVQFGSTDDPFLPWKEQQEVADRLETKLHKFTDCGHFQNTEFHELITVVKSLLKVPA
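Material: RBBP9 protein. Amount: RBBP9 at 2.5 µM in dispensed solution, before mixing. Schedule: 30 min then 45 min, 25 °C. Medium: Tris buffer pH 8.0, NaCl, Pluronic. Measured by: fluorescence polarization. Measure: percent inhibition from mP, scaled between DMSO and no-protein wells. Replication: one well per compound.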
NPY1 pot ag = potentiators or agonists of human neuropeptide Y receptor Y1 | activation, % at 3.6 µM | NPY-Y1 expressing cells, potentiator/agonist activation | 220,000 tested, 0.37% active | AID 1304 | P25929; in the data active = activation above about 33%, passing the limit was not always enough;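 note: cells stimulated with NPY at EC10 then isoproterenol at EC100; 0% = low agonist plus stimulus and 100% = saturating agonist plus stimulus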
Runt-SMMHC FRET = Runt domain-CBFb-SMMHC interaction inhibition; Q01196+Q13951; Cerulean-Runt/Venus-CBFb-SMMHC FRET ratio 530/480, 1 h; inhibition, % at 20 µM; 220,000 tested, 0.74% active; AID 1434;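 active = mean inhibition across duplicate retests at 20 µM reaching about 50%, limit read from the data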;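 note: 0% = DMSO wells and 100% = wells with excess untagged CBFb-SMMHC; inhibitors lower the FRET ratio by blocking Runt binding to CBFb-SMMHC; some results filed as inactive read as strong as hits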
Active calls of the source: *; x = not tested or not shown.

SMILES	Hck-Nef inh	MDM2 E3 inh	NPY Y1 blocker	p97 inhibitor	Runt-CBFb FRET	NPY2 pot ag	RBBP9 inhibitor	NPY1 pot ag	Runt-SMMHC FRET
O=C(CNC(=O)c1ccc(Br)cc1)N/N=C/c1ccc[nH]1	6	19	2	4	-5	10	-9	18	-12
Cc1ccc(S(=O)(=O)N2C(=S)SCC2(C)C)cc1	1	-4	-6	1	-1	14	5	9	1
CCN(CC)Cc1c[nH]c2c(C(=O)OC)cccc12	-4	-8	5	8	x	0	-4	6	-1
CCOC(=O)CN1C(=O)S/C(=C/c2ccc(O)c([N+](=O)[O-])c2)C1=O	2	-1	-4	8	-2	13	-7	27	-8
Cc1ccc(NC(=O)OCc2ccccc2S(C)=O)cc1 (centres undefined)	23	-2	3	-2	0	-17	6	2	-3
COc1ccc(NC(=O)c2ccco2)cc1NC(=O)c1ccc(C)cc1	2	2	2	-2	-2	-8	-2	-3	0
Cc1cccc(C2c3[nH]c4ccccc4c3CCN2C(=O)c2cn(C)c3ccccc3c2=O)n1 (centres undefined)	13	-9	-1	1	x	2	-3	-6	x
COc1ccc(CC(=O)OCn2nnc3ccccc3c2=O)cc1OC	18	-4	x	2	1	-4	-4	-3	16
O=C(NCC1COCCO1)C1CCN(S(=O)(=O)c2ccccc2)CC1 (centres undefined)	-1	-13	10	2	0	-15	0	-14	1
COC(=O)C1=C(C)OC(N)=C(C#N)C1c1c(C)nn(C)c1C (centres undefined)	4	0	-2	1	1	6	-3	6	-1
CC(C)Oc1ccc(C(CC(=O)O)NC(=O)c2cccs2)cc1 (centres undefined)	1	-7	3	-3	1	-13	5	-7	1
Cc1ccc(C(=O)c2cncc(Br)c2)cc1	8	-28	-6	5	0	7	-2	13	-6
FC(F)C(F)(F)c1cc(-c2ccc(Cl)cc2)n[nH]1	8	-19	x	3	-3	21	-4	34	-6
O=C(O)c1ccccc1CSc1nc2ccccc2o1	-2	-8	12	0	-1	-26	-7	-29	0
COc1cccc(-n2c(SCC(=O)NC(C)(C)C)nnc2-c2ccoc2C)c1	1	0	6	-4	-2	-5	-8	-7	-1
Cc1ccc(NC(=S)N2CCn3cccc3C2c2cccnc2)cc1 (centres undefined)	3	-6	2	6	4	-10	0	1	0
CCOC(=O)c1[nH]c2ccccc2c1NC(=S)Nc1ccccc1C	31	x	5	1	16	-9	-7	-28	-18
CCC(NC(=O)CCc1ccccc1)c1ccccc1 (centres undefined)	-8	-15	-2	-1	2	-3	2	-1	-1
O=C(Nc1cc(S(=O)(=O)N2CCOCC2)ccc1N1CCOCC1)c1cccc(S(=O)(=O)N2CCCCC2)c1	13	x	x	7	-5	-23	2	7	-1
CCOC(=O)COc1cc2c(C(=O)OCC)c(C)oc2cc1Br	0	-5	4	-3	-3	-15	-2	-9	-6
O=C(NCc1ccco1)C(=O)NCC1OCCN1S(=O)(=O)c1ccc(Br)cc1 (centres undefined)	21	6	-1	-2	2	-8	0	7	0
CCOC(=O)N1CCN(CC(=O)Nc2ccc(F)c(F)c2)CC1	7	-3	4	-1	-1	-11	7	4	-3
O=C(NCC1CCCO1)c1cc2ccccc2[nH]1 (centres undefined)	-3	5	1	1	-4	2	-9	10	-1
CCC(CC)C1C(C#N)=C(N)Oc2n[nH]c(-c3ccccc3)c21 (centres undefined)	-2	-4	-16	0	-2	38*	-3	49*	3
CCN(CC)CCNCc1cc(Br)ccc1OCC(=O)NCc1ccccc1	-9	0	11	-4	0	-8	-2	0	-24
CCc1ccc(NC(=O)Cn2nnc(-c3ccc(C)cc3-n3cnnn3)n2)cc1	22	x	x	2	0	-5	-5	9	1
CC(=O)N1CCC(C(=O)Nc2cc(C)cc(C)c2)CC1	8	-7	x	-1	1	-11	-1	-6	0
Cc1ccc(-c2ccc(=O)n(CC(=O)NCCCN3CCCCC3)n2)cc1	1	-9	3	5	-1	-5	-4	11	-1
CC(=O)Nc1ccc(-c2nnn(CC(=O)Nc3ccc4c(c3)OCO4)n2)cc1Cl	18	0	9	4	-1	-6	-14	-21	-1
Cc1ccc2nc(NC(=O)c3ccc(N4C(=O)CCC4=O)cc3)sc2c1	7	-15	-1	4	2	22	0	12	-5
O=C(NCc1cccnc1)Nc1ccccc1	23	-9	2	5	0	-10	-4	-10	-2
O=c1oc2ccccc2c(N2CCCCC2)c1CN1CCCC1	5	6	5	2	0	5	-7	-4	1
O=C(NCC1CCCO1)/C(=C/c1ccc(Cl)cc1)NC(=O)c1ccccc1 (centres undefined)	4	5	0	0	1	-2	9	-10	3
CCCCCCCc1nn2c(=O)cc(O)nc2s1	3	-10	6	-1	1	8	-8	-13	1
O=C(CSc1nc2ccccc2o1)Nc1nc2ccccc2s1	1	-6	15	-1	-2	-17	-7	-26	1
CCCCN(CC)C(=O)Cc1ccccc1OC	3	6	6	-2	-4	5	-4	26	0
O=C(Cn1nc(C(F)F)cc1C(F)F)NNC(=S)Nc1ccc(F)cc1	1	-11	1	-2	2	-7	-3	-5	0
Cc1ccc(CNC(=O)/C(C#N)=C/c2ccc(C)s2)cc1	0	-12	11	-5	-3	-16	-2	-23	-2
COc1ccc(OC)c(S(=O)(=O)NCCc2ccccc2)c1	2	-10	-3	-1	2	14	1	5	23
CCOc1ccccc1N(C(=O)Nc1ccc(Cl)cc1)C1=NC(C)CS1 (centres undefined)	0	-13	4	3	0	2	-4	10	2
Brc1ccccc1-c1nnc(COc2ncnc3ccccc23)o1	21	x	x	3	0	1	1	3	3
COCCCn1c(SCc2nnc(-c3ccc(OC)c(OC)c3)o2)nnc1-c1ccncc1	14	1	4	2	1	3	-3	-5	4
COc1ccc(C)cc1NC(=O)COC(=O)C1CC1	-4	-2	-5	-8	-3	-8	-14	-26	0
CC1CCCCC12NC(=O)N(Cc1cc(=O)n3ccsc3n1)C2=O (centres undefined)	10	-10	x	5	0	-4	-10	7	-4
CCC(C)NC(=O)C(Sc1ccccc1)c1ccccc1 (centres undefined)	19	6	10	-1	0	-7	-7	-7	-4
CC1(C)Cc2cccc(C(=O)NC3CCN(Cc4ccccc4)CC3)c2O1	14	-14	x	1	0	-17	-6	-1	2
O=C(NC1CCCCC1)c1ccccc1-c1ccccc1	-1	-5	-4	2	0	-2	-12	1	-1
CC12c3ccccc3C(c3ccccc31)C1C(=O)N(c3cccnc3)C(=O)C12 (centres undefined)	0	-7	1	-2	0	5	-7	7	0
O=[N+]([O-])c1ccc(-c2nc(NCC3CCCO3)c3ccccc3n2)cc1 (centres undefined)	16	-10	x	0	0	24	-9	15	-3
COc1ccc2c(c1)O[C@H](c1ccc3c(c1)OCO3)[C@@H](OC(=O)Nc1cc(OC)c(OC)c(OC)c1)C2=O	-6	x	5	11	2	2	1	-19	-3
O=S1(=O)c2ccccc2N=NN1Cc1ccc(Cl)cc1	-2	0	-2	2	25	-1	6	11	9
CN(C)c1nc(SCc2ccccc2)nc(N2CCOCC2)n1	0	-16	4	-2	-1	-7	-4	-21	-7
CCOc1cc(N2CCOCC2)c(OCC)cc1NC(=O)Cc1ccccc1	5	-7	x	5	-1	-13	-5	-5	-3
Cc1ccc(Cn2c(=N)n(CC(=O)c3ccc([N+](=O)[O-])cc3)c3ccccc32)cc1	2	-14	-1	6	-6	-2	0	8	-26
CCN1CCCC1CNC1=NCCCCC1 (centres undefined)	3	-5	6	2	-1	5	-12	0	0
N/C(COc1cccc(C(F)(F)F)c1)=N\NC(=O)c1cccnc1Oc1ccccc1	-2	-12	-5	8	-3	4	5	-13	4
Cc1ccc(CNC(=O)CN(Cc2cccs2)C(=O)C2(C)CC(=O)N=C3C=CC=CN32)cc1 (centres undefined)	1	-1	-5	3	-2	-8	-2	2	3
COC(=O)C(C)(C)ONC(=O)Nc1ccccc1[N+](=O)[O-]	-10	3	1	4	0	8	-5	5	-1
Cc1nc(SCc2ccc(O)c([N+](=O)[O-])c2)n[nH]1	3	-9	2	-2	12	3	-4	-23	-4
CCCC(O)(c1ccc(OC)cc1)C(CN1CCOCC1)c1ccccc1 (centres undefined)	22	-3	12	-4	-4	-10	-8	-26	-2
The list goes on:
SMILES	Hck-Nef inh	MDM2 E3 inh	NPY Y1 blocker	p97 inhibitor	Runt-CBFb FRET	NPY2 pot ag	RBBP9 inhibitor	NPY1 pot ag	Runt-SMMHC FRET
Cc1ccc(C2/C(=C(/O)c3cnn(-c4ccccc4)c3C)C(=O)C(=O)N2CCCN2CCOCC2)o1 (centres undefined)	20	x	x	3	0	-7	-4	0	-4
CC(C)c1ccccc1NC(=O)C1CN(S(=O)(=O)c2ccccc2)CCN1S(=O)(=O)c1ccccc1 (centres undefined)	1	-1	-5	4	2	17	0	11	1
Cn1ccnc1SCC(=O)N(C1CCCCC1)C1CCCCC1	3	-7	0	6	0	18	2	15	3
Cc1ccc(C(O)(C(=O)NNc2ccccn2)c2ccc(C)cc2)cc1	14	10	-1	1	0	-1	-4	-5	-3
CN1C(=O)C(O)(c2nnc(-c3ccccc3)o2)c2ccccc21 (centres undefined)	18	-15	-1	5	0	20	0	-2	-7
Cc1ccc(C(=O)Oc2cccc(-n3cnnn3)c2)cc1	19	-8	-2	0	0	-10	-2	-4	-5
O=S(=O)(Nc1ccncc1)c1ccccc1	-1	-6	3	-5	-1	-3	-9	7	0
O=C(CSCc1c(F)cccc1Cl)NCC1CCCO1 (centres undefined)	2	-2	-3	4	2	15	-6	20	3
O=C(c1cccc([N+](=O)[O-])c1)c1ccccn1	5	-6	x	9	2	2	3	15	-3

Five entries picked at random from the list so far:
SMILES	Hck-Nef inh	MDM2 E3 inh	NPY Y1 blocker	p97 inhibitor	Runt-CBFb FRET	NPY2 pot ag	RBBP9 inhibitor	NPY1 pot ag	Runt-SMMHC FRET
O=S1(=O)c2ccccc2N=NN1Cc1ccc(Cl)cc1	-2	0	-2	2	25	-1	6	11	9
COC(=O)C1=C(C)OC(N)=C(C#N)C1c1c(C)nn(C)c1C (centres undefined)	4	0	-2	1	1	6	-3	6	-1
N/C(COc1cccc(C(F)(F)F)c1)=N\NC(=O)c1cccnc1Oc1ccccc1	-2	-12	-5	8	-3	4	5	-13	4
O=C(CSCc1c(F)cccc1Cl)NCC1CCCO1 (centres undefined)	2	-2	-3	4	2	15	-6	20	3
COc1ccc(NC(=O)c2ccco2)cc1NC(=O)c1ccc(C)cc1	2	2	2	-2	-2	-8	-2	-3	0

Screening data as filed in PubChem BioAssay.
